# ZTA counter = counter-screen for EBNA-1 inhibitors: inhibitors of Epstein-Barr virus ZTA | ZTA-DNA binding, fluorescence polarization | inhibition, % at 11 µM | 0.15% of 320,000 active | AID 2234; in the data active = inhibition above about 33%
# Target sequence (P03206 whole entry, looked up): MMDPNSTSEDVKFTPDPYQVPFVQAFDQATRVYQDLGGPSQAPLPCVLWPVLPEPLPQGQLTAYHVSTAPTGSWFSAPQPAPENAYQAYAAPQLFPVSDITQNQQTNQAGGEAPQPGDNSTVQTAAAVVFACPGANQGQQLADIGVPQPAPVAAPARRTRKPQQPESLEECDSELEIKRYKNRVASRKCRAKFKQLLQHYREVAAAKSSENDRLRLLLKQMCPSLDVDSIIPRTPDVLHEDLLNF
# PAFAH2 inh = PAFAH2 (human) inhibition; Q99487; AID 492956; recombinant PAFAH2, FP-rhodamine activity probe, fluorescence polarization; 0.99% of 340,000 active; inhibition, % at 3.39 µM;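 active = inhibition above the mean over all tested compounds plus 3 SD, cut at about 30% in these data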;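 also: inhibitors block probe labeling of enzyme so polarization drops; 0% = enzyme with DMSO and 100% = wells lacking PAFAH2 protein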
# pPAFAH FP inh = inhibitors of human plasma PAF acetylhydrolase (pPAFAH) | recombinant pPAFAH, FP-rhodamine probe fluorescence polarization | 1.5% of 330,000 active | Q13093 | inhibition, % at 3.39 µM;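 active = inhibition above the mean inhibition across the screen plus 3 SD, cut at about 25% in these data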;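 also: inhibitors block binding of the rhodamine activity-based probe so polarization drops; 0% = enzyme with DMSO and 100% = wells lacking pPAFAH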
# PREPL inhibitor = inhibits the human prolyl oligopeptidase-like enzyme | recombinant PREPL, fluorescence polarization activity-based probe | 0.68% of 320,000 active | Q4J6C6 | inhibition, % at 5.96 µM | AID 2751; in the data active = inhibition above about 43%;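 also: 0% = enzyme with DMSO and 100% = wells lacking enzyme; many of its hits are not listed in these tables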
# LYPLA2 counter = counter-screen for PME1 inhibitors: inhibitors of human LYPLA2 | inhibition, % at 5.9 µM | recombinant LYPLA2, FP-Rh probe fluorescence polarization | O95372 | AID 2177 | 0.38% of 320,000 active;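 active = inhibition above the screen-wide mean plus 3 SD, limit set per campaign, cut at about 26% in these data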;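 also: 0% = LYPLA2 with DMSO and 100% = wells lacking LYPLA2 enzyme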
# Target sequence (O95372 whole entry, looked up): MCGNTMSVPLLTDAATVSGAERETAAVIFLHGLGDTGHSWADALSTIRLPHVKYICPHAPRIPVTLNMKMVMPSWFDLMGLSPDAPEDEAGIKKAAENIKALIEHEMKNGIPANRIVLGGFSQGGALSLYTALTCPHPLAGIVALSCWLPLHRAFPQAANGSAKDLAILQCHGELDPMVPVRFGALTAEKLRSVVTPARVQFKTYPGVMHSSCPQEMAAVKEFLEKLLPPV
# EBNA-1 inhibitor = blocks EBNA-1 binding to DNA; EBNA-1 DNA binding, fluorescence polarization; inhibition, % at 14.8 µM; 0.34% of 300,000 active; AID 1950; in the data active = inhibition above about 28%
# LYPLA1 counter = blocks human lysophospholipase 1, a PME1 counter-screen; inhibition, % at 5.9 µM; AID 2174; recombinant LYPLA1, FP-Rh probe fluorescence polarization; 0.16% of 320,000 active; O75608;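 active = inhibition above the mean of all tested compounds plus 3 SD, set per campaign, cut at about 14% in these data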;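 also: inhibitors block serine hydrolase probe labeling of LYPLA1 so polarization falls; 0% = enzyme with DMSO and 100% = wells lacking LYPLA1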
# Target sequence (O75608 whole entry, looked up): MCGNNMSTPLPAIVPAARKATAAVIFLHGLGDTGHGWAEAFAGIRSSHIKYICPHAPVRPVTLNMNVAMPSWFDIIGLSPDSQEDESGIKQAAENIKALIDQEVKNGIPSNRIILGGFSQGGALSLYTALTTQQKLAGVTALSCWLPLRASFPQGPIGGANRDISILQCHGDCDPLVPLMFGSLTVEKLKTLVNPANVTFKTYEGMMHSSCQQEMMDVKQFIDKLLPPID
# PAFAH1B2 inh = blocks human PAF acetylhydrolase 1b catalytic subunit 2. P68402. recombinant PAFAH1B2, FP-rhodamine activity probe, fluorescence polarization. inhibition, % at 3.39 µM. 1.2% of 340,000 active. AID 492953;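 active = inhibition above the mean of all tested compounds plus 3 SD, cut at about 24% in these data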;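 also: 0% = enzyme with DMSO and 100% = wells lacking PAFAH1B2; many of its hits are not listed in these tables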
# PAFAH1B3 FP inh = PAFAH1B3 (human) inhibition | 0.28% of 340,000 active | recombinant PAFAH1B3, FP-rhodamine probe, fluorescence polarization | inhibition, % at 3.39 µM | Q15102;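 active = inhibition above the screen-wide average of all tested compounds plus 3 SD, cut at about 25% in these data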;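 also: 0% = enzyme with DMSO only and 100% = wells lacking PAFAH1B3 protein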
# Target sequence (Q15102 whole entry, looked up): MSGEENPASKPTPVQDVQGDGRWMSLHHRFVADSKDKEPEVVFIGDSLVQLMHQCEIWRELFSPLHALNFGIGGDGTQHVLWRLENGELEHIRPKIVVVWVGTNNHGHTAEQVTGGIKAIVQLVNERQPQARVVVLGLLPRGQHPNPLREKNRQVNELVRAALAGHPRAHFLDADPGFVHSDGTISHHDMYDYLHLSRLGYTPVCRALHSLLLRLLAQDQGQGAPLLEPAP
# Starred values were filed as active, the others as inactive; / = no result given.
# Sequence of screens: ZTA counter, PAFAH2 inh, pPAFAH FP inh, PREPL inhibitor, LYPLA2 counter, EBNA-1 inhibitor, LYPLA1 counter, PAFAH1B2 inh, PAFAH1B3 FP inh
1	OCCC1CN(Cc2cccn2-c2cccnc2)CCN1C1CCCCC1 (stereo unspecified)
    -1, -9, 3, 16, 2, -9, 1, 1, 12
2	COc1ccc(OCC(=O)N2CCN(c3nnc(-c4ccc(C)cc4)c4ccccc34)CC2)cc1
    3, 2, 6, 4, 23, 7, 9, -1, 11
3	Cc1ccc2[nH]c(=O)c(CN(CCN3CCOCC3)C(=O)Nc3ccc(F)cc3)cc2c1
    2, 3, 2, 3, 3, 2, -3, -1, 5
4	O=C(NCc1nnc(SCC(=O)N2CCOCC2)o1)c1ccccc1F
    3, 2, 0, -7, -3, -3, -4, 2, 13
5	CCN(CC)Cc1c(O)ccc2c(=O)c(-c3ccccc3Cl)coc12
    14, 4, 6, -2, 0, 1, 0, 2, -1
6	Cc1nc(C#N)c(NCc2ccc3c(c2)OCO3)o1
    -12, 7, 0, 4, 3, -17, 4, 5, 12
7	COc1cccc(C(=O)CSc2nnnn2C2CCCCC2)c1
    1, -9, -2, 10, 0, 6, 0, -6, 2
8	COC(=O)C(Cc1ccc(O)cc1)NC(=O)CCc1ccco1 (stereo unspecified)
    10, 11, -1, -5, -3, 11, -4, 3, -5
9	CC(C)(C)c1cc(C(=O)Nc2cccc3ccccc23)ccn1
    2, 3, 4, 0, 2, 0, 0, 4, 2
10	COc1ccccc1NS(=O)(=O)c1cccc(NC(=O)c2sc3ccccc3c2Cl)c1
    1, -22, -22, -3, -54, -15, -23, -10, -12
11	C(=N\NC(=Nc1ccccc1)c1ccccn1)/c1ccccn1
    -7, -4, 3, -10, 2, -1, -3, -6, 13
12	COc1ccc(-c2sc3ccccc3c2/C=C/c2ccc(OC)c(OC)c2)cc1
    /, 10, 3, -17, /, /, /, -3, 4
13	Cc1ccc(-n2ncc3c(=O)n(CC(=O)N(C)C)cnc32)cc1C
    1, 1, 3, -5, -1, 4, -1, 2, 5
14	CNC(=S)N(Cc1cc2ccc(OC)cc2[nH]c1=O)CC1CCCO1 (stereo unspecified)
    4, -3, 6, -8, -2, -7, -1, 4, -1
15	CC12C=CC3(O1)C(C(=O)N(c1cccnc1)C3C(=O)NC1CCCCC1)C2C(=O)Nc1ccccc1 (stereo unspecified)
    -2, 1, 2, -4, 4, -7, 2, 0, -3
16	Fc1ccc(C2CCCCN2Cc2nc(CC3CC3)no2)cc1 (stereo unspecified)
    4, -4, 0, 1, 1, 6, 2, 4, 7
17	C=CCn1c(O)c(N=NC(=O)c2cccnc2)c2cc(Br)ccc21
    7, 7, 3, 9, -3, -7, -1, 2, -4
18	O=C(CNC(=O)C12CC3CC(CC(C3)C1)C2)OCc1ccc(F)cc1Cl
    3, 0, -1, 7, -2, /, -4, 13, 10
19	O=CN(/C=C1\Sc2ccccc2C1=O)Cc1ccccc1
    -28, 6, 3, 5, 4, -6, -3, 6, 0
20	COc1ccc(-n2c(C)c(C(C)=O)c(C(C)=O)c2C)cc1OC
    -12, 5, 2, -5, 2, -5, -5, 1, 8

# Complete entries, quoted from the list. Screens in order: ZTA counter	PAFAH2 inh	pPAFAH FP inh	PREPL inhibitor	LYPLA2 counter	EBNA-1 inhibitor	LYPLA1 counter	PAFAH1B2 inh	PAFAH1B3 FP inh
# `COc1ccccc1NS(=O)(=O)c1cccc(NC(=O)c2sc3ccccc3c2Cl)c1` is entered as 1	-22	-22	-3	-54	-15	-23	-10	-12
# `O=C(NCc1nnc(SCC(=O)N2CCOCC2)o1)c1ccccc1F` is entered as 3	2	0	-7	-3	-3	-4	2	13
# `CC12C=CC3(O1)C(C(=O)N(c1cccnc1)C3C(=O)NC1CCCCC1)C2C(=O)Nc1ccccc1` (stereo unspecified) is entered as -2	1	2	-4	4	-7	2	0	-3

# The main list resumes; the three compounds before the break are reprinted first.
# Sequence of screens: ZTA counter, PAFAH2 inh, pPAFAH FP inh, PREPL inhibitor, LYPLA2 counter, EBNA-1 inhibitor, LYPLA1 counter, PAFAH1B2 inh, PAFAH1B3 FP inh
18	O=C(CNC(=O)C12CC3CC(CC(C3)C1)C2)OCc1ccc(F)cc1Cl
    3, 0, -1, 7, -2, /, -4, 13, 10
19	O=CN(/C=C1\Sc2ccccc2C1=O)Cc1ccccc1
    -28, 6, 3, 5, 4, -6, -3, 6, 0
20	COc1ccc(-n2c(C)c(C(C)=O)c(C(C)=O)c2C)cc1OC
    -12, 5, 2, -5, 2, -5, -5, 1, 8
21	CCOC(=O)C(NC(=O)c1ccccc1)=C1CCCCC1
    1, 1, 5, -8, 0, -3, -3, 0, -1
22	O=C1CC(N2CCN(Cc3ccc4c(c3)OCO4)CC2)C(=O)N1Cc1ccc(N2CCCC2=O)cc1 (stereo unspecified)
    13, -3, 8, 7, -3, 2, -6, 2, 5
23	CCN(CC)S(=O)(=O)c1ccc(-c2nnc(SC)o2)cc1
    -9, 6, 3, -10, -2, 7, 1, 3, 4
24	Cc1cc(Cl)c(S(=O)(=O)NCc2ccccc2)cc1OCC(N)=O
    2, -2, 2, -7, -1, -4, -2, 9, 2
25	CN1CCN(C(=O)c2cc(COc3ccccc3)on2)[C@@H](c2ccccc2)C1
    -4, 2, 3, 12, 2, -5, 0, 9, 5
26	COc1cc(CNc2ccc3[nH]c(=O)[nH]c3c2)cc(Br)c1OCC(=O)NC(C)(C)C
    -3, 1, 10, 18, 9, 0, 3, 2, 3
27	O=C(O)CCN1C(=O)/C(=C\c2ccncc2)SC1=S
    7, 2, 1, -2, 2, -5, -1, -4, 5
28	Cn1c(SCC(=O)O)nnc1C1CCCCC1
    7, 3, 7, 10, 2, 13, 0, 4, 4
29	CCOc1nc(C)nc(NC(=O)NS(=O)(=O)c2ccccc2Cl)n1
    12, 5, 3, 14, 6, 3, 2, 5, 6
30	O=C(c1cc2nc(-c3cccs3)cc(C(F)(F)F)n2n1)N1CCCc2ccccc21
    -20, 0, -2, 4, 7, -12, 3, 3, 3
31	COc1cc(-c2nnc(SCC(=O)O)n2-c2ccccc2)cc(OC)c1OC
    -12, -2, 8, -2, 1, 3, 3, 4, 2
32	COc1ccc2[nH]cc(C(=O)C(=O)N3CCCCC3)c2c1
    -10, -7, 6, 3, 7, 3, -2, -1, 1
33	O=C(COC(=O)c1ccc([N+](=O)[O-])s1)NCc1ccccc1
    -12, 11, 23, 0, 16, 1, 4, 11, 16
34	CN(CC(=O)Nc1cccc(F)c1)CC(=O)Nc1ccccc1-c1ccccc1
    /, 4, 4, -4, /, /, /, 15, 6
35	COc1ccc(C(=O)CN2C(=O)NC3(CCc4ccccc43)C2=O)cc1 (stereo unspecified)
    2, -2, 7, 0, 0, 4, 2, -3, -1
36	CC(C)c1nc(CNC(=O)c2cc(COc3c(F)cccc3F)on2)cs1
    -4, 5, 5, -1, -2, -1, -1, 3, 0
37	CCN1C(=O)/C(=C/N(C(C)=O)c2ccccc2)N(c2ccccc2)C1=S
    -1, 7, -1, 12, 5, 9, 0, 1, 0
38	O=C(CCNC(=O)C1CCN(S(=O)(=O)c2ccccc2)CC1)Nc1ccccc1
    -8, -1, 4, 14, -5, -4, -2, 1, 7
39	COc1ccc(/C=C/C(=O)c2ccncc2)c2ccccc12
    5, 3, 4, -9, 0, 1, 0, 6, 2
40	CCOC(=O)C1=C(C)OC(N)=C(C#N)C1c1cc2ccccc2nc1N1CCCCC1 (stereo unspecified)
    6, /, 9, 9, -2, -2, 2, /, /
41	COc1cc(OC)c(NC(=O)CCNC(=O)Cn2cnc3ccccc3c2=O)cc1Cl
    7, 7, 5, -1, 4, 8, 2, 6, 1
42	COc1ccc(NC(=O)C(=O)Nc2cccc3cccnc23)cc1OC
    10, -5, -2, -7, -3, 26, -5, 2, 4
43	CCc1c(C2(O)CCCCC2)[nH]c2ccc(C(=O)OC)cc12
    1, 0, 8, 0, -2, -4, -1, 1, 4
44	CC(C)N(CCC#N)C(=O)Nc1ccc2c(c1)CCO2
    7, 0, 3, -5, -2, -4, 0, -1, 5
45	O=C(/C=C/c1ccc(Cl)c(Cl)c1)n1cccn1
    0, 7, 5, 18, -2, -6, -3, 1, -7
46	C#CCNC(=O)C1=C[C@@H](c2ccc(Br)cc2)C[C@@H](OCc2ccc(CO)cc2)O1
    -15, 4, 5, 18, 2, -5, -1, 4, -1
47	Cc1ccc(N2CCN(CCc3nc4cc(NC(=O)c5ccco5)ccc4n3C)CC2)cc1
    -26, -6, 2, 10, 6, 1, 1, 0, 8
48	COCCn1c(SCC(=O)Nc2ccccc2OC)nc2c([nH]c3ccccc32)c1=O
    13, 6, -1, 2, -4, 30*, -1, -7, 0
49	COC(C[C@@H]1O[C@@H]1[C@H](O)COCc1ccccc1)OC
    -4, -8, 3, -3, 4, /, 2, 4, -3
50	Cc1nc2ccc(NS(=O)(=O)c3ccc(F)c(F)c3)cc2s1
    -5, -5, 5, 0, 5, /, 0, 1, -3
51	CCOC(=O)N1CCN(C(=O)c2cc(S(=O)(=O)N3CCCC3)cn2C)CC1
    -19, 0, 2, 13, 5, -1, 1, -3, 4
52	O=C(CN1C(=O)c2ccccc2C1=O)OCC(=O)N1CCCCC1
    /, 4, 0, 8, /, /, /, 5, 4
53	Cc1ccc(NC(=O)COc2ncnc3cc([N+](=O)[O-])ccc23)cc1S(=O)(=O)N1CCOCC1
    -10, 3, 5, 17, 0, -8, -2, -2, 6
54	COc1ccc(-c2cc(C(=O)N3CCN(c4ccccc4)CC3)c3ccccc3n2)cc1
    -13, -9, 4, -20, 5, 5, -4, -4, 0
55	COc1ccc(C(C)=O)cc1Cn1cnc2c(cnn2C)c1=O
    -1, -1, 1, -8, 1, -3, 6, 0, 5
56	CCOC(=O)Nc1ccc2c(c1)N(C(=O)CN(CC)CC)c1ccccc1C=C2
    -8, 0, -1, 11, -5, 1, 0, -4, 2
57	O=C(Oc1nsnc1N1CCOCC1)N(c1ccccc1)c1ccccc1
    -6, -6, 15, 13, 10, 2, 1, 12, 2
58	CCCc1nc2oc(C(=O)c3ccccc3)c(N)c2c2c1COC(C)(C)C2
    7, 0, -5, 15, -1, -11, -1, 5, 9
59	Cc1cc(C2=NNC(=NCCc3ccccc3)SC2)c(C)n1-c1c(C)n(C)n(-c2ccccc2)c1=O
    3, 6, 12, 22, 3, 4, -3, 3, -1
60	O=[N+]([O-])c1cc(Cl)ccc1Sc1cccc2cccnc12
    17, 7, 6, 3, 5, -3, 0, -1, 8
61	Cc1cccc(N(C(=O)CNC(=O)c2ccco2)C(C(=O)NC2CCCC2)c2ccncc2)c1C (stereo unspecified)
    2, -2, 5, 0, -1, 4, 2, -1, -3
62	C=CCc1cccc(C=Nc2c[nH]c(=O)[nH]c2=O)c1O
    3, -10, 2, -4, 2, 3, 2, 7, 10
63	O=C(NN=C1CCCC1)c1n[nH]c2c1CCC2
    2, -3, 2, -1, 4, 14, -1, -2, 1

# Not all compounds are listed; the hit share may differ from the screen's.
